CCHF vOTU inh: CCHFV vOTU protease inhibitors, primary screen, biochemical, Pep-AMC substrate, fluorescence. Crimean-Congo hemorrhagic fever virus L polyprotein viral ovarian tumor (vOTU) protease …. inhibition, % at 11.5 µM. 370,000 compounds, 0.55% hits. AID 651958, 2012; note: 0% = vehicle wells with enzyme and 100% = no enzyme wells
Mtb UGM inh: M. tuberculosis UGM enzyme inhibitors, primary screen, biochemical, fluorescence polarization, single point; 320,000 compounds, 0.06% hits; UDP-galactopyranose mutase (Mycobacterium tuberculosis (strain ATCC 25618 / H37Rv)), …; purified UGM, fluorescence polarization probe displacement; inhibition, % at 10 µM; AID 504406, 2011; in the data active = inhibition above about 10%, passing the limit was not always enough; inconclusive = no clear call, values can overlap the other calls
Target sequence (P9WIQ1 whole entry, looked up): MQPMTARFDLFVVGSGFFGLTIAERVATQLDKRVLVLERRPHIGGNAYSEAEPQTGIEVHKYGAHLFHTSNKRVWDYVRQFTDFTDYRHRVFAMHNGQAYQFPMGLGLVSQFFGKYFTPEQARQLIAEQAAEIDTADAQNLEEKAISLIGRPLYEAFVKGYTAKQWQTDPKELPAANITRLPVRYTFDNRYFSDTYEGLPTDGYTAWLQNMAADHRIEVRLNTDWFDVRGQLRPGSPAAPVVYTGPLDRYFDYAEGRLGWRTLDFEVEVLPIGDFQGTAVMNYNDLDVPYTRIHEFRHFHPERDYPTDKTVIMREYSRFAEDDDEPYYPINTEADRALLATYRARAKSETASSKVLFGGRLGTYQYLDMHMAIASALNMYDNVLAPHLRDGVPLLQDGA
Mtb FBA inh: Mtb FBA enzyme inhibitors, primary screen, biochemical, fluorescence, strain H37Rv. purified M. tuberculosis FBA, fluorescence read-out. inhibition, % at 1 µM. 360,000 compounds, 2.3% hits; in the data active = inhibition above about 27%;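 note: 0% = vehicle and 100% = reference inhibitor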
Target sequence (P9WQA3 whole entry, looked up): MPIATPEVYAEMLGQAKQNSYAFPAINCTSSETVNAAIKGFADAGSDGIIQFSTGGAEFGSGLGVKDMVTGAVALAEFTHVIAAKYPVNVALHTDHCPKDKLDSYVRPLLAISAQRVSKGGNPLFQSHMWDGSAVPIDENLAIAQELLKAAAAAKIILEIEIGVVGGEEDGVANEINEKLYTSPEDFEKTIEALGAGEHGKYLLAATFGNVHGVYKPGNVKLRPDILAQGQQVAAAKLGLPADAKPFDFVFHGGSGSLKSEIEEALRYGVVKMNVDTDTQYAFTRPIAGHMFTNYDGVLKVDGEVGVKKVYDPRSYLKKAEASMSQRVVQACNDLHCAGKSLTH
Mtb BioA inh: M. tuberculosis BioA enzyme inhibitors, primary screen, biochemical, plate reader, single point, HTS; 7,8-diaminopelargonic acid synthase BioA (Mycobacterium tuberculosis); purified M. tuberculosis BioA enzyme; inhibition, % at 9.99 µM; 360,000 compounds, 0.096% hits; AID 602481, 2012; in the data active = inhibition above about 40%; inconclusive = no clear call, values can overlap the other calls
GDH-TPI counter: GDH-TPI coupling enzyme inhibitors, primary screen, artefact control for M. tuberculosis FBA inhibitor project, biochemical, absorbance, full deck. inhibition, % at 4.8 µM. GDH-TPI coupled enzyme counterscreen, NADH absorbance. 360,000 compounds, 1.2% hits;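 note: 0% = DMSO wells and 100% = wells lacking the enzyme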
FadD28 binding: inhibitors of FadD28 bisubstrate probe binding, primary screen, biochemical, fluorescence polarization, single point | inhibition, % at 12.5 µM | 360,000 compounds, 0.22% hits | Mycobacterium tuberculosis FadD28 fatty-acid-AMP ligase; in the data active = inhibition above about 8.5%, passing the limit was not always enough; inconclusive = no clear call, values can overlap the other calls
PrPC TRFRET: inhibitors of human cell surface prion protein PrPC, primary screen, cell-based, TR-FRET; 370,000 compounds, 0.43% hits; TR-FRET read-out; inhibition, % at 13.8 µM; in the data active = inhibition above about 24%; note: 0% = median of the test wells and 100% = reference compound wells
BoNT-F LC inh: BoNT/F light chain protease inhibitors, primary screen, biochemical, flow cytometry, MLPCN library | 360,000 compounds, 0.22% hits | AID 588497, 2011 | inhibition, % at 10 µM | Multiplex microsphere protease cleavage assay | Botulinum neurotoxin type F light chain protease (Clostridium botulinum); in the data active = inhibition above about 35%, passing the limit was not always enough; inconclusive = no clear call, values can overlap the other calls; note: plate controls were buffer without enzyme for full effect and enzyme alone for no effect
BoNT-A LC inh2: BoNT/A light chain protease inhibitors, primary screen, biochemical, flow cytometry, MLPCN library | multiplex microsphere protease substrate cleavage | inhibition, % at 10 µM | 360,000 compounds, 0.17% hits; in the data active = inhibition above about 30%; inconclusive = no clear call, values can overlap the other calls; note: plate controls were buffer without enzyme for full effect and enzyme alone for no effect
* hit, by the source's call; ? = inconclusive; · = no result given. Cut-off read from the data, not from the text of the source, unless noted: active = inhibition above about 30%; inactive = the rest.

Structure	GDH-TPI counter	CCHF vOTU inh	BoNT-A LC inh2	Mtb UGM inh	PrPC TRFRET	BoNT-F LC inh	Mtb FBA inh	FadD28 binding	Mtb BioA inh
CC12CCC(C(=O)N(CC(O)CN3CCCCCC3)C1=O)C2(C)C (stereo not drawn)	5.2	-0.8	-0.2	0.6	-8.2	0.6	4.9	-2.5	·
COC(=O)c1ccc(NC(=O)CCS(=O)(=O)c2ccc(Br)s2)cc1	-4.3	-10.4	1.3	-1.7	-1.6	19.7	1.3	-4.0	·
CN/N=C(\Cc1nc2ccccc2[nH]1)c1ccc([N+](=O)[O-])cc1	12.3	-9.4	6.6	·	-19.7	-13.8	4.8	-1.4	·
CC1CCN(C(=O)COC(=O)c2ccc3c(c2)OCO3)CC1	-5.0	-12.0	0.5	2.7	1.4	-0.7	8.1	-1.6	0.5
O=S(Cc1cc(Oc2ccccc2)nc(-c2ccccc2)n1)c1ccccc1 (stereo not drawn)	-0.8	17.4	-0.7	-2.2	7.9	-2.3	0.7	-4.9	-0.7
COc1ccc(S(=O)(=O)N2CCCCCC2)cc1C(=O)Nc1cc(C)ccn1	4.5	8.8	-3.6	-1.9	-2.1	-24.9	2.8	-0.9	1.6
Cc1ccc(NC(=O)COc2ccccc2)cc1Cl	-11.2	·	2.2	-3.2	·	?	-0.4	-4.6	-2.7
O=C1/C(=C\Nc2ccc(OC(F)(F)F)cc2)CCN1c1ncccn1	0.8	19.5	-0.5	-2.1	-5.6	-23.4	-0.4	-0.4	-0.5
CC(C)(CC(=O)O)CC(=O)NCc1c(Cl)cccc1Sc1ccc(Cl)cc1	-5.9	1.8	-0.2	-4.6	-1.4	2.7	2.7	-2.5	0.3
CCOc1ccc(-c2ncncc2-c2ccc(OC)cc2)c(O)c1	3.4	19.2	0.0	0.1	9.8	-5.2	2.8	0.6	0.7
Cc1nn(CCc2n[nH]c(=S)n2C)c(C)c1Br	4.4	-3.2	3.4	-1.1	-1.3	7.8	-0.4	2.0	-1.9
COc1ccccc1CNC(=O)CSc1nn2c(=O)c(C(C)(C)C)nnc2s1	2.2	3.1	-0.7	1.7	11.1	-0.1	-0.1	-5.7	·
COc1cc(-c2nnc(NC(=O)c3ccco3)o2)cc(OC)c1OC	15.9	16.2	1.4	-0.4	1.8	7.8	1.9	-1.8	-0.9
CNC(=O)c1snnc1-c1ccccc1	-3.4	-0.3	0.2	1.8	-1.3	2.3	-0.9	-1.5	6.5
Nc1nc(-c2ccc3c(c2)OCCO3)cs1	-2.1	-0.9	0.1	1.1	1.9	-6.9	-0.7	-1.3	0.5
CC(=O)Nc1ccc(/C(C)=N/NC(=O)c2ccncc2)cc1	-3.8	2.0	-0.7	-1.2	7.4	5.3	-0.6	-2.9	0.8
Cc1ccc(NC(C(=O)c2ccccc2)c2ccccc2)cc1 (stereo not drawn)	1.8	-3.2	-0.2	·	6.9	-4.5	4.0	-2.6	-1.7
Cc1cc(C)c(S(=O)(=O)N2CCOC2CNC(=O)C(=O)NCCc2c[nH]c3ccccc23)c(C)c1 (stereo not drawn)	-3.3	-4.0	-0.3	-1.3	8.9	7.7	0.6	-5.1	1.1
COc1ccc(C2CC(=O)C=C(O)C2)cc1 (stereo not drawn)	4.3	-6.3	0.4	3.0	-2.1	-2.9	2.0	1.1	·
COc1ccccc1NC(=O)NNC(=O)CCN1CCOCC1	-9.1	-2.2	-0.5	2.7	1.1	-8.3	1.4	-5.1	-0.1
NS(=O)(=O)c1ccc(CNC(=O)CCCSc2ccccc2)cc1	-0.7	5.5	-4.1	-1.5	1.5	-9.6	-0.3	-1.4	·
N#Cc1c(NC(=O)CN2CCOCC2)oc(-c2ccccc2)c1-c1ccccc1	0.4	9.7	0.5	3.2	-5.5	?	-1.1	-3.1	0.1
CCCCNc1nc2ccccc2n1CC(=O)N1CCc2ccccc2C1	0.9	5.8	-0.6	0.6	5.7	-0.7	0.5	-3.0	-0.4
CCCC(=O)Nc1ncnc2c1ncn2[C@@H]1O[C@@H]2OP(=O)(O)OC[C@H]2[C@H]1OC(=O)CCC	1.6	-0.2	0.0	-2.5	1.9	9.8	6.2	0.6	-0.3
NS(=O)(=O)c1ccc(Nc2c([N+](=O)[O-])cncc2[N+](=O)[O-])cc1	1.4	-6.4	-4.8	5.7	-25.0	18.9	0.2	-4.1	-1.1
CCOc1ccc(S(=O)(=O)NCCC(=O)Nc2ncccc2C)cc1	1.4	1.3	-0.1	3.4	3.9	3.6	2.4	1.5	-0.2
CCC1c2ccc(C)n2CCN1C(=O)Nc1cc(Cl)ccc1OC (stereo not drawn)	11.3	-0.8	-0.6	-2.3	-7.5	-1.7	3.8	-2.1	-3.2
Cc1ccc(NC(=O)c2nc3nccc(C)n3n2)c(C)c1	-3.1	-19.2	-0.8	0.6	-4.0	0.4	1.7	-1.0	·
CCOc1ccc(NC(=O)CSc2nnc(-c3cc(C)[nH]n3)n2N)cc1	-0.8	6.6	0.3	-0.1	1.1	3.6	1.1	-0.1	0.0
Cn1nc(-c2ccc(Cl)cc2)c2cc(C(=O)NCCCN3CCCC3)sc21	13.0	-14.4	-1.1	-0.9	2.2	-12.2	35.2*	-6.4	-2.0
COc1ccc(-n2c(O)c(C(C)=NCc3ccc4c(c3)OCO4)c(=O)[nH]c2=O)cc1	12.9	8.8	-2.0	0.5	-7.1	?	3.3	-2.0	·
COC(=O)C1CCN(c2cnccn2)CC1	-6.1	-5.6	-0.1	-1.3	-1.8	-4.7	-6.0	-4.5	·
O=C(Nc1ccc(C(=O)N2CCOCC2)cc1)c1ccccc1[N+](=O)[O-]	1.4	-3.8	·	-0.8	-15.9	·	3.3	-2.5	-0.1
CN(C(=O)CSc1nnc(C2CC2)n1-c1ccccc1)C1CCS(=O)(=O)C1 (stereo not drawn)	13.2	2.3	-1.0	-0.7	-7.5	-3.0	3.5	-1.4	0.6
O=C1NC(=O)/C(=C/c2ccccc2Oc2ccc(Cl)cc2)S1	18.1	2.8	-0.7	-1.2	-2.9	-6.7	-0.6	1.6	-0.9
CC(=O)Oc1ccc2nc(/C=C/c3ccc(C=O)cc3)oc(=O)c2c1	0.7	11.9	1.2	2.1	-2.6	?	-5.7	-5.6	-0.3
O=[N+]([O-])c1c(Nc2ccccc2O)cc(Cl)c2nonc12	5.6	12.6	-0.6	2.3	-21.2	?	-7.0	-2.7	3.3
O=C(CCCc1ccccn1)c1ccccc1	0.0	-6.9	-0.1	·	-5.7	-2.9	0.7	-2.7	·
O=C(NNC(=O)c1ccccc1Cl)c1ccc2c(=O)n3c(nc2c1)CCC3	6.0	-7.1	-0.1	-0.8	-6.8	20.0	-3.1	-4.5	0.0
N=C1/C(=C/c2ccc(OCc3ccccc3F)cc2)C(=O)N=C2SC(CC(=O)N3CCOCC3)=NN12	17.4	17.8	-0.7	-0.6	5.6	1.9	4.6	-4.4	-0.3
CC(/C=C/c1ccccc1)=N\Nc1ccccc1[N+](=O)[O-]	2.9	-5.2	-0.3	-0.2	7.3	-4.4	-2.9	-2.2	·
O=C(NCc1nc2ccccc2[nH]1)C1=C[C@H](c2csc3ccccc23)C[C@H](OCc2ccc(CO)cc2)O1	7.6	-0.4	-0.3	-2.0	-7.3	-6.9	-2.1	-0.2	-2.0
CCOc1ccc(NC(=O)COC(=O)Cc2ccsc2)cc1	1.6	0.3	1.7	0.7	-1.5	-7.0	-3.5	-1.4	-2.0
C=CCOc1cccc(/C=N/NC(=O)C(OC)c2ccccc2)c1 (stereo not drawn)	7.6	-6.8	0.5	-1.2	-1.0	?	-0.9	-3.7	0.5
COC(=O)c1ccc(SCC(=O)NC2CCCCC2)c([N+](=O)[O-])c1	11.2	-9.6	0.8	-0.8	-2.6	5.8	1.9	-0.2	-2.5
O=[N+]([O-])c1ccccc1S(=O)(=O)Nc1cccc(-c2ccc(N3CCCC3)nn2)c1	-1.0	23.7	-104.8	·	-7.4	-148.9	-0.3	-2.5	-1.1
O=C(N/N=C/c1sc(N2CCOCC2)nc1-c1ccccc1)c1ccccc1O	12.3	8.0	1.3	-1.2	-6.7	-19.9	-0.7	1.7	0.7
Cc1cc(C)n2c(Nc3ccc4c(c3)OCCO4)c(-c3ccccn3)nc2n1	·	3.7	-1.9	·	-3.1	-13.8	·	·	·
Cn1ncc([N+](=O)[O-])c1C(=O)Nc1nc2ccccc2n1CCN1CCCCC1	9.2	2.7	-0.3	-0.5	-3.1	-1.8	2.6	-0.2	·
Cc1cccc(CSc2nnc(C)c(=O)n2N)c1	-1.5	7.1	-0.5	1.5	11.2	-12.5	0.1	-2.4	0.3

Entries of single compounds from above:
`Cn1ncc([N+](=O)[O-])c1C(=O)Nc1nc2ccccc2n1CCN1CCCCC1` is listed with GDH-TPI counter: 9.2; CCHF vOTU inh: 2.7; BoNT-A LC inh2: -0.3; Mtb UGM inh: -0.5; PrPC TRFRET: -3.1; BoNT-F LC inh: -1.8; Mtb FBA inh: 2.6; FadD28 binding: -0.2; Mtb BioA inh: ·
`Cc1cccc(CSc2nnc(C)c(=O)n2N)c1` is listed with GDH-TPI counter: -1.5; CCHF vOTU inh: 7.1; BoNT-A LC inh2: -0.5; Mtb UGM inh: 1.5; PrPC TRFRET: 11.2; BoNT-F LC inh: -12.5; Mtb FBA inh: 0.1; FadD28 binding: -2.4; Mtb BioA inh: 0.3

Carrying on:
Structure	GDH-TPI counter	CCHF vOTU inh	BoNT-A LC inh2	Mtb UGM inh	PrPC TRFRET	BoNT-F LC inh	Mtb FBA inh	FadD28 binding	Mtb BioA inh
CC(=O)N1CCCc2cc(S(=O)(=O)N3CCCC(C(=O)N4CCN(c5cccc(Cl)c5)CC4)C3)ccc21 (stereo not drawn)	-13.9	3.9	2.3	0.6	40.4*	5.9	3.9	-6.0	0.4
CCCNC(=O)NC(=O)CSc1ccc2c(c1)OCCO2	2.9	1.0	-0.4	1.9	-3.2	1.4	1.5	-1.7	-2.9
COc1ccc(/C=N/NC(=O)c2ccccc2O)cc1Cn1cc([N+](=O)[O-])cn1	22.2	-4.0	-0.3	1.5	-3.3	2.2	-4.2	-0.6	-4.5
COCCSc1ncnc2c1oc1nc3c(cc12)COC(C)(C)C3	12.8	-11.1	-0.7	0.7	13.7	6.5	3.0	-2.4	·
Cc1ccc(-c2cc(C(=O)Nc3cc(C)on3)no2)cc1	5.7	4.2	0.4	1.9	-0.6	0.4	0.6	-1.7	·
Cc1nc(C)c(C(=O)N/N=C/c2cn(C)c3ccccc23)s1	33.8*	10.4	-0.3	-0.2	7.1	-12.7	-2.2	0.2	·
COCCN(C(=O)c1csnn1)C(C(=O)NC1CCCCC1)c1sccc1C (stereo not drawn)	9.6	-5.1	0.0	-2.1	-5.8	-1.8	0.8	1.2	·
COc1cc(/C=C/C(=O)NNc2c(F)c(F)cc(F)c2F)ccc1OC(F)F	-5.0	·	-0.1	-0.1	·	-10.3	3.2	-3.2	·
NC(=O)N/N=C/c1cc(Br)ccc1OC(=O)c1ccccc1	2.2	10.4	0.8	3.1	-6.0	25.5	-5.5	-5.0	·
COc1ccc(C2=NN(C(=O)CCC(=O)O)C(c3ccc([N+](=O)[O-])cc3)C2)cc1 (stereo not drawn)	7.1	7.7	·	-2.1	-5.2	·	-0.3	1.1	2.6
CC(C(=O)O)N1C(=O)c2cccc3cccc1c23 (stereo not drawn)	10.0	10.3	0.1	3.9	2.3	-1.5	0.7	-0.9	-0.3

Bioassay records as filed in PubChem.
